MBD2 DNA inh: MBD2-methylated oligo binding inhibition; TR-FRET, MBD2 binding to methylated oligonucleotide; 0.31% of 370,000 active; inhibition, % at 4.4 µM; Q9UBB5; in the data active = inhibition above about 13%
SIAE primary: blocks human sialic acid acetylesterase | SIAE FP-Rh probe binding, fluorescence polarization | AID 1053197 | Q9HAT2 | inhibition, % at 9.66 µM | 0.69% of 370,000 active;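 active = inhibition above a cutoff: mean of compounds within the control limits plus 3 SD of those, cut at about 17% in these data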;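 also: 0% = plate median of compound wells and 100% = probe without SIAE protein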
rCAG RNA binder: binds r(CAG) RNA repeats; r(CAG) RNA repeat, TO-PRO-1 dye displacement fluorescence; inhibition, % at 3 µM; 1.3% of 370,000 active; AID 651821;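 active = inhibition above the plate cutoff, the mean of all test compounds on that plate plus 3 SD, cut at about 35% in these data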;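 also: 0% = DMSO alone and 100% = 100 µM mitoxantrone as full dye displacement; higher means more dye released from RNA so lower well fluorescence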
TDP2 inh: TDP2 (human) inhibition, absorbance primary screen. O95551. recombinant TDP2, T5PNP hydrolysis, p-nitrophenol absorbance 415 nm. inhibition, % at 12.8 µM. 0.34% of 370,000 active;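 active = inhibition above the mean of all tested compounds plus 3 SD, set per campaign, cut at about 25% in these data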;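 also: 0% = DMSO with enzyme and 100% = buffer with substrate but no TDP2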
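Material: recombinant human TDP2; quantity: TDP2 enzyme at 120 nM final; medium: Tris-HCl pH 7.5 with MgCl2; compound: single concentration, 12.8 µM nominal, with 1% DMSO; incubation: 2 h enzyme incubation at 37 °C; signal: epi absorbance; measure: percent inhibition; benchmarks: high control without enzyme, low control DMSO plus TDP2; repeats: singlicate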
TCR-CD3 inh: inhibitors of human TCR-CD3 interaction; TAMRA-labeled TCR probe fluorescence, biochemical; inhibition, % at 9.4 µM; 0.37% of 360,000 active; AID 651800; in the data active = inhibition above about 19%;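 also: recombinant mutant TCR 2C K166C tagged with TAMRA read by polarization; 0% = receptor in buffer alone and 100% = receptor with positive control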
LEDGF integ inh: blocks HIV-1 LEDGF/p75-dependent DNA integration; TR-FRET IN-LEDGF/p75 DNA integration, Eu/Cy5; inhibition, % at 3.7 µM; 0.64% of 370,000 active;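 active = inhibition above the screen-wide mean plus 3 SD, cut at about 13% in these data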;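 also: signal is the Cy5 over europium emission ratio at 671 and 618 nm; 0% = plate median of compound wells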
GC-B act: GC-B (human) receptor activation; HEK293-GC-B cells, CNP EC30, cGMP TR-FRET; 0% at EC30 CNP, 100% saturating CNP; activation, % at 10 µM; 0.11% of 370,000 active; AID 1920062;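 active = activation at 10 µM reaching about 35% in either raw or pattern-adjusted values, limit read from the data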
ABHD4 inh: ABHD4 (mouse) inhibition, primary FP screen. 0.54% of 370,000 active. purified mABHD4, FP-Rh probe fluorescence polarization. AID 720543. inhibition, % at 8.92 µM;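 active = inhibition exceeding the mean over every tested compound plus 3 SD, cut at about 30% in these data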;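 also: 0% = plate median of compound wells and 100% = S159A mutant with DMSO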
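Doses – 8.92 µM, single dose · Material – wild-type mouse ABHD4 protein · Replication – single well per compound (singlicate) · Measure – percent inhibition of probe binding, normalized to plate controls · Schedule – 45 min compound pre-incubation plus 60 min probe step, 25 °C · Detection – fluorescence polarization with parallel and perpendicular emission, 525/598 nm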
PRMT1 inh: blocks human protein arginine methyltransferase 1; 1.3% of 370,000 active; recombinant PRMT1, activity-based probe fluorescence polarization; AID 652257; Q99873; inhibition, % at 2.79 µM;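 active = inhibition above about 21% made by adding two undisclosed values, limit read from the data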
Target sequence (Q99873 whole entry, looked up): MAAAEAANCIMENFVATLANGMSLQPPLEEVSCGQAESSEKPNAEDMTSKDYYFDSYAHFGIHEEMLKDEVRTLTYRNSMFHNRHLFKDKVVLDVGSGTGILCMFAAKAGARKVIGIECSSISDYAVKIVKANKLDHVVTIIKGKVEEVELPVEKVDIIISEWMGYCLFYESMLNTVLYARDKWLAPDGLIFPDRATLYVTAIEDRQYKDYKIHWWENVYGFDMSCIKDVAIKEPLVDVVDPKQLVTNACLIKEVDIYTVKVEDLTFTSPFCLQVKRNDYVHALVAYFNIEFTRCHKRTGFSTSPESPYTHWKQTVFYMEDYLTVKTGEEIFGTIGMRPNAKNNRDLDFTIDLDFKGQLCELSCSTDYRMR
HTRA1 inh: blocks human HTRA1 serine peptidase; Q92743; inhibition, % at 5.96 µM; 0.5% of 340,000 active; recombinant HTRA1, FP-rhodamine activity-based probe, fluorescence polarization; in the data active = inhibition above about 36%;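 also: 0% = enzyme with DMSO and 100% = wells lacking enzyme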
Target sequence (Q92743 whole entry, looked up): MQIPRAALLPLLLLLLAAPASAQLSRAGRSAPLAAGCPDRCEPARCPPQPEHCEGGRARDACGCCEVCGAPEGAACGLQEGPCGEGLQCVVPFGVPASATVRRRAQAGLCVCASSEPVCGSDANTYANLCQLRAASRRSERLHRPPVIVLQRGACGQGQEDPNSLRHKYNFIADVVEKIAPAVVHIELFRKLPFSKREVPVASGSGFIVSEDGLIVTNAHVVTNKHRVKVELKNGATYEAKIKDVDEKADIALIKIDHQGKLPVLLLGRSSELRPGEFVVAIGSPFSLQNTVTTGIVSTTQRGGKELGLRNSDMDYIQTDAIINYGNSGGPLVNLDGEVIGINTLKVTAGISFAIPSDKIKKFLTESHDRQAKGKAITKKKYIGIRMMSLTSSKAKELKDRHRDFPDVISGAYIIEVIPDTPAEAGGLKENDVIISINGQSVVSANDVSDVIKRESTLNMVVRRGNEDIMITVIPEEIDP
* marks the source's active call; other numbers are inactive results; . = no result given. Some of the compounds tested (hit frequency here may not be typical).

SMILES | MBD2 DNA inh | SIAE primary | rCAG RNA binder | TDP2 inh | TCR-CD3 inh | LEDGF integ inh | GC-B act | ABHD4 inh | PRMT1 inh | HTRA1 inh
COc1ccc(S(=O)(=O)N2CCc3ccccc32)cc1C(=O)OCc1c(C)noc1C | 7.7 | 7.6 | 2.7 | 0.5 | -3.1 | 1.1 | -5.1 | -12.4 | 0.2 | -16.0
O=C(CNC(=O)C1COc2ccccc2O1)N/N=C/c1ccc([N+](=O)[O-])cc1 (centres undefined) | 0.3 | 0.3 | 8.1 | 14.7 | -3.5 | -2.0 | 1.0 | -6.5 | 3.0 | -7.4
Cc1ccc(S(=O)(=O)NCCC(=O)N2CCN(Cc3ccccc3)CC2)cc1 | -4.6 | 11.1 | -1.9 | -6.4 | -8.2 | 6.5 | 2.3 | -10.7 | 2.2 | -7.7
CCN(CC)C(=O)COc1coc(CN2CCN(Cc3ccccc3)CC2)cc1=O | 1.8 | -7.2 | -7.0 | -6.8 | 4.5 | -1.3 | -2.6 | 1.5 | 10.7 | 7.3
COc1cccc(-c2nnc(NC(=O)c3ccc4ncsc4c3)o2)c1 | 0.5 | -5.4 | 18.5 | 8.7 | -6.2 | -0.8 | 0.5 | 9.8 | 1.8 | -5.9
COc1nc(Nc2cccc([N+](=O)[O-])c2)nc(OC)n1 | 4.3 | -2.3 | 0.1 | -3.2 | 4.9 | -3.4 | 8.0 | 6.4 | 2.2 | 2.8
CCOC(=O)c1c(NC(=O)CSc2nnc(-c3ccccc3)n2CC)sc(C(C)=O)c1C | -1.9 | -0.9 | -0.2 | -17.3 | -5.3 | 2.9 | -11.8 | -8.6 | 1.9 | -12.0
O=C(O)c1cccc(Cn2cccn2)c1 | 0.2 | 0.0 | -0.2 | -1.1 | -9.1 | -0.3 | -0.5 | 6.6 | 0.6 | 2.9
COCCCNC(=O)CN(c1cc(Cl)ccc1OC)S(C)(=O)=O | 2.4 | 5.5 | -0.9 | 6.8 | 1.3 | 0.2 | -3.7 | -0.3 | -0.5 | -3.3
Cc1ccc(N2CC(C(=O)Nc3nnc(SCC(=O)Nc4nc(C)cs4)s3)CC2=O)cc1 (centres undefined) | 4.3 | -6.3 | 3.0 | -0.3 | 2.5 | -0.4 | -1.8 | -0.8 | -3.0 | -6.0
COc1ccc(CCC(=O)OCC(=O)Nc2ccccc2OC(F)F)cc1OC | -1.0 | -2.7 | -5.4 | -12.1 | 0.8 | 3.0 | 0.2 | 2.6 | 2.6 | 0.5
COc1ccc(OC)c(CN2CCN(C(=O)c3cccc(S(=O)(=O)Nc4ccccc4OC)c3)CC2)c1 | 5.0 | -2.0 | -6.0 | -6.6 | -0.1 | 0.2 | 2.6 | 1.7 | 0.9 | -3.5
COc1ccc(C(=O)NCCN2CCOCC2)c(OC)c1OC | 0.7 | -2.9 | -0.8 | 2.3 | -5.5 | 3.9 | 5.3 | -1.1 | -2.2 | 3.1
COc1ccccc1Nc1ncc(C(=O)Nc2ccc(OC)c(OC)c2)c2ccccc12 | -5.8 | 12.8 | 4.4 | -16.7 | -3.6 | 4.6 | -0.4 | -2.8 | 2.5 | -8.2
COc1cc(CC(=O)Nc2c(-c3ccccc3)[nH][nH]c2=O)cc(OC)c1 | -6.0 | 7.1 | 3.4 | 0.9 | 0.8 | 0.7 | -0.2 | -0.7 | 5.5 | .
Cc1nc(SCC(=O)NCCc2ccccc2)c2oc3ccccc3c2n1 | 0.2 | -2.7 | -1.6 | 1.5 | -1.2 | -0.1 | -3.3 | 3.8 | -1.2 | 2.2
O=C(COC(=O)COc1ccccc1)NCc1ccc2c(c1)OCO2 | 1.9 | 2.0 | 1.6 | -8.3 | -8.3 | 1.4 | -0.7 | -1.9 | -5.0 | 3.6
CC(=O)c1ccc(S(=O)(=O)N2CCCC(N(C)CCc3ccccn3)C2)cc1 (centres undefined) | 1.1 | -3.5 | -1.9 | -7.2 | 5.5 | -0.6 | -7.8 | -3.7 | 1.0 | 0.5
CCOC(=O)C1(CC2CC2)CCN(Cc2cn[nH]c2-c2ccccc2)CC1 | 0.1 | 1.1 | -1.9 | 9.9 | -5.1 | 1.6 | 0.0 | -0.7 | 2.4 | 0.6
COc1ccc([C@H]2CC(=O)C[C@@H](CCn3cc(C(C)C)nn3)O2)cc1 | 2.4 | -4.3 | 1.6 | -2.7 | 5.2 | 1.1 | -0.1 | 0.4 | 2.1 | .
COc1cccc(N2CCN(C(c3ccccn3)c3nnnn3C(C)(C)C)CC2)c1 (centres undefined) | 1.8 | 4.6 | -0.8 | -2.9 | -9.7 | 2.4 | -3.6 | -2.8 | 1.1 | 1.2
CCCCN(CC)C(=S)Nc1ccc2nc3n(c(=O)c2c1)CCCCC3 | 0.2 | 10.4 | -1.1 | -0.7 | -1.9 | -2.4 | -9.2 | -5.0 | -1.4 | 0.1
N#CCCN(C(=O)COC(=O)C1=COCCO1)c1ccc(F)cc1 | 3.3 | -3.4 | 2.6 | -15.2 | -7.0 | 1.4 | 3.1 | -5.3 | -3.5 | -0.9
CCN(C(=O)Cc1ccccc1OC)c1nnc(-c2ccncc2)s1 | -0.4 | -3.4 | -2.8 | -4.6 | -4.7 | -2.3 | -4.1 | -0.2 | 4.0 | -4.5
CC(=O)N1c2ccc(S(=O)(=O)N3CCCCC3)cc2CC1C(=O)Nc1ccc(F)cc1C (centres undefined) | 1.8 | 1.3 | 6.5 | 1.5 | -5.3 | -6.5 | 2.6 | -3.8 | 2.8 | 3.1
O=C(O)CCC(=O)Nc1ccccc1C(=O)Nc1ccccc1 | 3.7 | 6.8 | 3.4 | -6.6 | 4.5 | 0.6 | 6.1 | -6.9 | 1.6 | -4.3
CCOC(=O)c1ccccc1NC(=O)CSc1nncn1C | 3.7 | 3.9 | -1.2 | 5.2 | 2.0 | -0.8 | -2.4 | -4.1 | 1.3 | 0.2
CCn1c(SCC(=O)OC)nnc1-c1ccncc1 | 0.0 | 6.7 | -1.6 | 10.9 | -5.5 | 1.6 | 3.1 | 1.2 | 1.7 | 6.0
CC(=O)CC[C@@H]1CC[C@]2(CCCN(S(=O)(=O)C3CCCCC3)C2)O1 | 3.8 | 0.3 | 5.5 | 1.5 | . | -1.4 | 0.8 | 2.3 | 4.7 | .
Cc1cc(C)c(S(=O)(=O)NCc2nc3nc(C)cc(C)n3n2)c(C)c1 | -2.0 | -5.1 | 0.3 | 6.9 | 3.3 | 0.0 | 2.7 | -1.2 | -0.5 | 3.0

Results in MBD2 DNA inh and LEDGF integ inh, for two of the compounds above:
SMILES | MBD2 DNA inh | LEDGF integ inh
COc1cccc(-c2nnc(NC(=O)c3ccc4ncsc4c3)o2)c1 | 0.5 | -0.8
COc1cc(CC(=O)Nc2c(-c3ccccc3)[nH][nH]c2=O)cc(OC)c1 | -6.0 | 0.7

(continued)
SMILES | MBD2 DNA inh | SIAE primary | rCAG RNA binder | TDP2 inh | TCR-CD3 inh | LEDGF integ inh | GC-B act | ABHD4 inh | PRMT1 inh | HTRA1 inh
Cc1ccccc1NC(=O)CSCCO | 1.2 | -1.6 | 0.8 | -1.7 | 1.5 | -0.1 | 6.5 | -6.0 | 1.1 | 5.1
COC(=O)c1cccc(NC(=O)Cn2cnc3c2c(=O)n(C)c(=O)n3C)c1 | 0.5 | 0.3 | -0.7 | 0.6 | -0.2 | 2.3 | -1.7 | 1.7 | 0.1 | -3.4
Cc1ncoc1C(=O)Nc1ccc(Oc2ccccc2)cc1 | -2.6 | 3.7 | 6.2 | -5.9 | 4.9 | 1.6 | -3.6 | -1.3 | 1.0 | -11.1
O=C(CNC(=O)c1ccc(N2C(=O)c3ccccc3C2=O)cc1)OCC(=O)c1ccccc1 | 5.0 | 8.3 | -3.5 | -0.3 | -1.6 | -0.8 | 6.9 | 2.1 | 1.6 | 7.4
COc1ccc(C(=O)NC2CCCCCC2)cc1S(=O)(=O)N1CCCC1 | -3.9 | -10.4 | -4.3 | 3.6 | -0.3 | -1.1 | 1.9 | -3.0 | -0.8 | -6.5
Cc1cc(OCC(=O)NCCN2CCOCC2)ccc1Br | 1.8 | -0.5 | -4.4 | 1.2 | -12.6 | -1.6 | -1.1 | 7.6 | 2.5 | -0.2
O=C1CC(SC(=Nc2ccccc2)Nc2ccccc2)C(=O)N1c1cccc2ccccc12 (centres undefined) | -2.9 | -8.1 | 5.4 | 5.1 | 5.3 | -2.6 | -4.4 | -2.6 | 4.5 | -13.7
O=C(C[C@@H]1C[C@@H]2c3cc(NS(=O)(=O)c4ccc(F)cc4)ccc3O[C@@H]2[C@H](CO)O1)NCc1ccc(Oc2ccccc2)cc1 | 10.4 | -21.0 | 11.2 | -11.7 | -4.1 | 1.8 | 0.4 | -37.3 | 7.4 | .
Cn1c(CCC(=O)Nc2ccc(N3CCOCC3)cc2)nc(=O)c2ccccc21 | 7.0 | -5.5 | 2.8 | -1.4 | -5.2 | -3.0 | 3.5 | -14.0 | 6.6 | 4.6
CCCN1C(=O)c2ccc(C(=O)Nc3cc(C)on3)cc2C1=O | -3.4 | 2.7 | 2.3 | -6.0 | -9.6 | 5.6 | 0.7 | -22.6 | -0.4 | 4.8
COc1ccc(/C=N/N=C/c2c[nH]c(=O)c(C#N)c2Nc2ccccc2)cc1 | -2.5 | 5.9 | 5.8 | 0.6 | -4.5 | -0.8 | -2.1 | -3.4 | 1.4 | -12.1
O=C(Nc1ccc(O)c2c(=O)cc(-c3cccc(Cl)c3)oc12)c1ccccc1Cl | 2.5 | 0.3 | 7.9 | 3.6 | -7.5 | -1.8 | 0.9 | -2.7 | -4.0 | -8.0
Cc1ccc(N2C(=O)N3[C@H](c4cccc(C)c4)[C@@H]4C(=O)N(Cc5ccccc5)C(=O)[C@@H]4[C@]3(C)C2=O)cc1 | -2.8 | -3.7 | -1.1 | -1.8 | 5.5 | 1.1 | -1.2 | 5.1 | 0.3 | -6.7
CCCOc1ccc(-c2c(C(=O)N/N=C(\C)c3cccs3)nnn2-c2nonc2N)cc1 | 0.1 | 0.5 | 2.3 | 16.9 | 2.8 | 0.8 | -0.3 | 2.3 | -2.1 | -2.8
CCOc1cccc(C(=O)Nc2ccc3oc(Cc4ccc(Cl)cc4)nc3c2)c1 | -2.3 | 9.5 | 8.0 | -5.2 | 8.3 | 2.3 | -5.9 | -13.3 | -0.2 | -42.7
NC(=O)CSc1nccn1Cc1ccccc1 | 4.2 | 0.0 | -1.0 | 10.0 | 2.2 | -3.5 | 3.0 | 2.2 | -1.5 | 0.3
COc1cc(OC)c(S(=O)(=O)NCc2ccco2)cc1S(=O)(=O)NCc1ccco1 | 1.7 | 4.7 | 3.3 | 5.5 | 1.4 | -1.9 | 4.7 | 0.3 | -0.1 | -0.3
Cc1c(OCC(=O)NCc2ccncc2)ccc2c3c(c(=O)oc12)CCC3 | -4.4 | 2.7 | -0.5 | 10.3 | 5.1 | -0.8 | 1.0 | 1.7 | -1.4 | 2.5
COc1ccc(OC)c(CN2CCN(C(=O)CCC(=O)c3cccs3)CC2)c1 | -0.7 | -6.4 | -0.8 | 13.1 | 6.2 | 2.5 | -4.3 | 0.9 | -1.5 | 0.1
CC(=O)c1cnc2cc(-c3cccc(Br)c3)nn2c1C | 3.7 | -2.1 | -1.1 | -0.6 | 5.8 | 4.9 | -13.2 | -2.8 | -8.0 | 9.0
